M4 ag: agonists of human muscarinic M4 receptor (CHRM4) | P08173 | CHO-K1 hM4/Gqi5, Fluo-8 calcium fluorescence; vehicle 0%, full acetylcholine response 100% | activation, % at 3 µM | hit rate 0.14% among 360,000;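 active = activation above the run mean over all test wells plus 3 SD, cut at about 32% in these data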;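 also: peak over basal fluorescence ratio per well then scaled between controls; 0% = DMSO wells and 100% = acetylcholine at EC100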
OXTR potentiator: human OXTR potentiation. activation, % at 3 µM. hit rate 0.061% among 320,000. AID 2445. P30559. CHO-OTR cells, Fluo-8 calcium fluorescence, potentiator mode; 0% = oxytocin EC15, 100% = EC100;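 active = activation above that plate's cutoff, the mean activation of tested compounds plus 3 SD, cut at about 6.6% in these data, passing the limit was not always enough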;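 also: 100% uses oxytocin at 75 nM as the full agonist control; some results filed as inactive read as strong as hits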
Target sequence (P30559 whole entry, looked up): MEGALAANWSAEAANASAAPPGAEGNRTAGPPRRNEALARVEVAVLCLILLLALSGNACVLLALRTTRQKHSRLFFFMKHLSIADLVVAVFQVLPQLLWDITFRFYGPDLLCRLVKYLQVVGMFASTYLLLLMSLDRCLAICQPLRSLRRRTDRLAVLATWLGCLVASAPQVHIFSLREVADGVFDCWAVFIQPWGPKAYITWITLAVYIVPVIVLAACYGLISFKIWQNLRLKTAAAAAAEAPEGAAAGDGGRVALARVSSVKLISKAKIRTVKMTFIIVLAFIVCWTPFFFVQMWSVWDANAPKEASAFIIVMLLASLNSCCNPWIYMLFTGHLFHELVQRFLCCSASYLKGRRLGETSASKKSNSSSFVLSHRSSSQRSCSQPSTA
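Assay system: CHO cell line stably expressing human OTR | Also added: Oxytocin at about EC15, sub-maximal agonist stimulus | Times: Compound 6 min at room temperature before oxytocin, 100 s read | Measured by: Fluo-8 intracellular calcium fluorescence, ex 470-495, em 515-575 nm | Controls: EC15 oxytocin alone as 0%, 75 nM oxytocin as 100%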
M1 PAM: potentiates human M1 receptor response to acetylcholine | activation, % at 3 µM | AID 588819 | hit rate 0.088% among 360,000 | P11229 | CHO-K1 hM1, Fluo-8 calcium fluorescence, ACh EC20; 0% = ACh EC20, 100% = maximal ACh; in the data active = activation above about 19%, passing the limit was not always enough
Target sequence (P11229 whole entry, looked up): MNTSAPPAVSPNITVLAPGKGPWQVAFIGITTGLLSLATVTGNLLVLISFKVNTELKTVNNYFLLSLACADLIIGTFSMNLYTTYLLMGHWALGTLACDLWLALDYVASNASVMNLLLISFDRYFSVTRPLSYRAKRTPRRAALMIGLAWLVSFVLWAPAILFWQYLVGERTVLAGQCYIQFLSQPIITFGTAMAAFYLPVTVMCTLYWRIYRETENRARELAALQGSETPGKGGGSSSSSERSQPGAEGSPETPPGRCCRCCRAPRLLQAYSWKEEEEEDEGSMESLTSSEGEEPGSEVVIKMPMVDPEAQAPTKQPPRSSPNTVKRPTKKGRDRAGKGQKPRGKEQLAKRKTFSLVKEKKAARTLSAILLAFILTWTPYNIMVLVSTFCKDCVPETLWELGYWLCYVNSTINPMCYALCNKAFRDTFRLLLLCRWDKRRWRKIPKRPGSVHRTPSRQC
M4 antag: antagonists of human muscarinic M4 receptor (CHRM4). inhibition, % at 3 µM. AID 624125. P08173. CHO-hM4 cells, ACh EC80, Fluo-8 calcium fluorescence. hit rate 0.73% among 360,000;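 active = inhibition above its plate's cutoff, the mean inhibition of sample wells plus 3 SD, cut at about 27% in these data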;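 also: 0% = acetylcholine EC80 with DMSO and 100% = DMSO without agonist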
M1 ag: agonists of human M1 muscarinic receptor; P11229; CHO-K1 hM1, Fluo-8 calcium fluorescence, agonist mode; 0% DMSO, 100% acetylcholine EC100; activation, % at 3 µM; hit rate 0.33% among 360,000;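 active = activation above the run's mean compound activation plus 3 SD, cut at about 16% in these data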;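 also: peak over basal fluorescence ratio within a 140 s kinetic read after compound addition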
CHO-K1 Ca ag: M1 agonist counterscreen hit in parental CHO-K1 cells; Fluo-8 calcium fluorescence; scaled to maximal ATP response, vehicle zero; activation, % at 3 µM; hit rate 0.48% among 360,000; in the data active = activation above about 15%;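 also: untransfected CHO-K1 host cells lacking M1 receptor as counterscreen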
CHO-K1 Ca antag: nonselective inhibitor or artifact in parental CHO-K1 cells; inhibition, % at 3 µM; ATP-induced calcium, Fluo-8 fluorescence; hit rate 0.6% among 360,000; AID 602250;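 active = inhibition above a per-plate cutoff, the plate's mean sample inhibition plus 3 SD, cut at about 24% in these data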;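 also: 0% = DMSO plus EC80 ATP and 100% = DMSO alone without ATP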
CHO parental Ca: counter-screen: ATP calcium response change in parental CHO cells | parental CHO-K1, ATP-induced calcium, Fluo-8 fluorescence | inhibition, % at 5.6 µM | hit rate 0.63% among 330,000 | AID 463079;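 active = inhibition above that plate's mean sample inhibition plus 3 SD, cut at about 26% in these data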;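 also: 0% = ATP-challenged DMSO wells and 100% = DMSO wells without ATP; some compounds past the cut are filed as inactive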
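test system = CHO parental line | reagent = ATP stimulus | measured by = intracellular calcium via Fluo-8 no-wash fluorescent dye | control set = ATP and no-ATP DMSO wells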
M1 antag: human CHRM1 antagonism. P11229. CHO-K1 hM1, Fluo-8 calcium fluorescence, ACh EC80 antagonist. inhibition, % at 3 µM. hit rate 1.3% among 360,000. AID 588852;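 active = percent inhibition above its own plate's cutoff, namely the mean of that plate's compound wells plus 3 SD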;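 also: peak over basal fluorescence ratio during 140 s after agonist addition; 0% = ACh EC80 plus DMSO and 100% = DMSO alone without agonist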
Numbers without * were called inactive; / = no result given. An unsorted share of the library; overall some 2.9% were active at least once.

SMILES	M4 ag	OXTR potentiator	M1 PAM	M4 antag	M1 ag	CHO-K1 Ca ag	CHO-K1 Ca antag	CHO parental Ca	M1 antag
CCc1nnc(NC(=O)CCC(=O)N2CCN(c3cc(C)ccc3C)CC2)s1	2.8	-6.8	10.8	1.0	-3.0	0.2	10.8	-25.6	-8.6
COc1cccc(/C=N/NC(=O)c2c(-c3ccccc3)noc2C)c1	1.1	-16.5	0.5	-5.8	-3.9	1.2	-10.4	-23.3	5.9
C=CCn1c(CSc2ccc(C)cc2)n[nH]c1=S	-0.9	-5.1	8.7	-1.0	-0.7	0.0	-20.2	-14.6	-16.8
CC1(C)CC(=O)c2cnc(N3CCc4ccccc4C3)nc2C1	0.7	-3.6	5.3	5.4	2.4	0.4	-18.9	3.9	-34.0
Cc1c(C#N)c(SCC(N)=O)nc2c1CCCC2	0.6	-12.3	0.1	-9.3	-4.9	0.3	-7.3	-9.0	-1.0
CCNC(=O)NC(=O)CSc1nc2ccccc2n1CC(C)C	0.2	-1.9	4.3	0.9	-4.9	10.8	6.2	-23.3	1.9
CCCn1c(N)c(C(=O)COC(=O)CNC(=O)c2ccc(C)c(C)c2)c(=O)n(C)c1=O	0.8	4.6	-1.5	9.0	-5.0	-0.1	-6.8	-18.4	3.6
COC(=O)c1ccc(N)nc1	2.6	-9.1	-1.0	-5.7	21.5*	0.1	1.5	-16.0	-2.4
CCOC(=O)c1c(NC(=O)CSc2nc3ccccc3o2)sc(C(C)=O)c1C	5.7	-7.1	-10.7	8.3	-9.1	7.7	16.3	1.3	17.1
COCCNC(=O)c1cc(OC)c(OC)cc1[N+](=O)[O-]	0.7	0.2	8.6	-0.9	-4.9	0.1	-5.5	-4.6	-8.0
COC(=O)C1=C(C)NC(=O)C1(NS(=O)(=O)c1ccc(C)cc1)C(F)(F)F (stereo not given)	-0.5	7.8	8.2	-14.5	-2.9	0.4	-11.2	0.9	-14.8
O=C(OCC(=O)N(C1CCCCC1)C1CCCCC1)c1cnccn1	3.5	-4.8	11.7	-17.3	-4.5	0.9	-10.8	-26.9	-29.2
Cc1cc(C)c(OCC(=O)OCC(=O)N(C)C2CCS(=O)(=O)C2)c(C)c1 (stereo not given)	-0.5	2.9	0.5	4.2	-4.7	-0.4	16.4	-15.1	0.2
COc1cc2c(cc1OC)CN(C(=O)/C=C/c1ccccc1[N+](=O)[O-])CC2	2.1	-1.8	0.4	7.8	-3.7	3.1	-6.0	-23.1	-4.2
CCOC(=O)N1CCN(Cc2nc3cc([N+](=O)[O-])ccc3n2CC)CC1	6.2	-1.6	-13.2	13.1	-11.3	4.2	-3.1	-12.8	15.1
CS(=O)(=O)N1CCN(c2ccc(NC(=O)CSc3nnc(-c4ccco4)o3)cc2)CC1	0.6	-4.6	-7.2	5.9	-8.1	0.0	7.9	-0.2	9.8
CCCN1CCN(C(=O)Nc2ccc(OCC)cc2)CC1	0.5	-1.1	3.4	3.4	-6.0	0.2	4.4	-2.1	2.0
Cc1ccc(S(=O)(=O)N2CCOCC2)cc1C(=O)Nc1cc(Cl)ccc1N1CCOCC1	0.7	/	3.0	0.1	-1.5	0.5	-0.7	/	-3.9
COc1ccc(OCCCC(=O)Nc2cccc(C(C)=O)c2)cc1	1.8	-5.8	0.3	3.5	-3.0	3.0	-0.6	7.7	-2.4
COc1ccc(/C(C)=N/OCC(=O)N2CC3(C)CC2CC(C)(C)C3)cc1 (stereo not given)	0.6	-4.1	8.9	-10.5	-5.1	3.4	-11.8	-16.2	-8.9
Cc1cc(F)ccc1S(=O)(=O)N1CCCOC1CNC(=O)C(=O)NC1CCCC1 (stereo not given)	2.4	-13.7	6.5	0.4	-2.0	2.3	-2.7	-11.9	-5.9
O=C(Nc1nc2ccccc2s1)c1ccc([N+](=O)[O-])o1	0.5	-12.4	1.9	0.9	-4.0	1.7	-0.4	-1.2	-1.8
Cn1c(SCC(=O)Nc2ccc(F)cc2)nc2c([nH]c3ccccc32)c1=O	0.5	-5.0	-3.8	-0.5	-11.2	0.3	-3.3	-5.9	-5.4
CC(=O)c1ccc(-n2c(C)c(C(C)=O)c3cc(O)ccc32)cc1	0.6	-16.4	10.5	5.1	-1.2	1.0	-9.3	4.4	-11.8
CCn1cc(C(=O)O)c(=O)c2cnc(N3CCN(C(=S)Nc4ccccc4C(F)(F)F)CC3)nc21	0.6	-12.9	8.9	-2.0	-4.5	2.1	-17.9	-14.5	-14.4
CC(=O)NCc1ccc(S(=O)(=O)N/N=C/c2ccccc2)cc1	6.3	-5.9	-1.4	2.5	-6.9	2.2	-10.0	-2.7	-8.3
N#Cc1ccc(Cl)cc1NC(=O)COC(=O)c1ccc(S(=O)(=O)N2CCCC2)cc1	0.1	-5.2	4.8	-3.6	-2.3	0.3	-0.9	-15.6	-10.9
Cc1ccc(S(=O)(=O)NC(=O)NCc2ccccn2)cc1	0.5	6.0	14.9	-0.9	5.2	0.7	-16.9	2.9	-10.3
COc1ccc(O)c(/C=N/NC(=O)c2ccc(CSc3nc(C)cc(C)n3)cc2)c1	5.4	-6.2	8.0	2.7	-5.2	3.2	-3.7	-26.7	-13.9
OC(CCCN1CCC(O)(c2ccc(Cl)cc2)CC1)c1ccc(F)cc1 (stereo not given)	3.4	-4.8	3.2	-1.5	-5.4	1.0	-9.3	-12.8	-32.8

An excerpt of these results, in markdown:
| Compound | M4 ag | OXTR potentiator | M1 PAM | M4 antag | M1 ag | CHO-K1 Ca ag | CHO-K1 Ca antag | CHO parental Ca | M1 antag |
| --- | --- | --- | --- | --- | --- | --- | --- | --- | --- |
| CC(=O)NCc1ccc(S(=O)(=O)N/N=C/c2ccccc2)cc1 | 6.3 | -5.9 | -1.4 | 2.5 | -6.9 | 2.2 | -10.0 | -2.7 | -8.3 |
| N#Cc1ccc(Cl)cc1NC(=O)COC(=O)c1ccc(S(=O)(=O)N2CCCC2)cc1 | 0.1 | -5.2 | 4.8 | -3.6 | -2.3 | 0.3 | -0.9 | -15.6 | -10.9 |

More entries follow.
SMILES	M4 ag	OXTR potentiator	M1 PAM	M4 antag	M1 ag	CHO-K1 Ca ag	CHO-K1 Ca antag	CHO parental Ca	M1 antag
O=C(NC(=O)c1c(F)cccc1F)Nc1cccc(Oc2ncc(Cl)cn2)c1	1.3	/	6.7	-14.1	-2.2	-0.3	1.6	/	-7.2
COc1cc(CN2CCC(Oc3cc(C(=O)NC4CC4)ccc3OC)CC2)cc(OC)c1	1.7	-6.5	10.7	-9.6	-4.0	0.4	-8.8	-19.1	-16.1
CCc1cccc(NC(=O)COC(=O)C2CCN(c3ccc(C(F)(F)F)cn3)CC2)c1	3.7	-5.0	-1.3	-6.7	-3.0	1.7	-7.2	-0.6	2.0
CCOC(=O)c1ccccc1NC(=O)CSc1nnc(C(C)C)n1CC	-1.0	-4.0	2.8	0.2	-5.1	0.1	-0.3	-20.4	-28.8
CC[C@]1(C(=O)OC)[C@H]2C(=O)N(C)C(=O)[C@H]2[C@H]2CN(C)C(=NC3CCCCC3)N21	0.3	/	-0.4	-4.3	-10.1	-0.3	-8.3	0.5	-0.6
COC(=O)c1ccc(C2NC(C(=O)O)CS2)cc1 (stereo not given)	0.8	1.8	7.4	2.5	-2.7	0.0	-6.0	16.8	-2.7
CCCCNS(=O)(=O)c1ccc2nc(SCC(=O)Nc3sccc3C#N)[nH]c2c1	18.3	-18.5	-9.6	13.3	2.2	6.1	8.2	46.5*	20.3
Cc1nn(-c2ccccc2)c(C)c1/C=N/n1cnnc1	0.9	-1.5	8.8	-4.5	-3.4	-0.1	-14.8	8.4	-12.4
CN(CC(=O)O)S(=O)(=O)c1ccc2c(c1)NC(=O)CC(=O)N2	0.9	-9.8	0.0	-10.3	-2.8	0.1	-1.2	17.1	11.0
O=C(N=Nc1c(O)[nH]c2ccccc12)Nc1ccccc1	5.5	/	5.0	-6.9	-1.8	-0.6	-2.5	/	-20.6
Cc1ccc(Nc2nnc(SCC(=O)c3ccc(O)cc3O)s2)cc1	1.9	-22.1	9.9	-11.1	1.3	0.0	-2.1	0.8	-3.1
O=[N+]([O-])c1ccc(-c2nn(-c3ccccc3)cc2/C=N/n2c(-c3ccncc3)n[nH]c2=S)cc1	0.2	-6.1	11.1	-2.5	-1.7	0.0	-11.4	-18.9	-16.6
C=CCn1c(CSCc2ccc(Cl)cc2Cl)nnc1SCC(=O)Nc1ccc(C(=O)O)cc1	0.8	-6.2	4.4	3.0	-2.8	0.8	-5.3	-4.8	-7.3
Cc1ccc(CNC(=O)CSCc2cccc(F)c2)cc1	0.0	-1.5	3.1	-4.7	-5.3	0.3	-12.7	-4.6	2.9
COc1ccccc1N1CCN(CCCCNC(=O)c2ccc3ccccc3c2)CC1	9.8	0.9	2.9	-5.5	-4.0	4.1	-5.5	-23.0	-31.8
CCCCN(C)Cc1cc(=O)oc2ccc3ccccc3c12	0.1	-4.8	5.9	0.3	-9.8	-0.5	-25.2	-4.7	-12.7
O=C(/C=C/c1c[nH]c2ccccc12)c1ccccc1	0.3	-7.2	4.3	0.5	-6.1	-0.3	1.6	1.8	-0.3
Cc1ccccc1NC(=O)c1cnn(-c2ccccc2)c1NC(=O)c1ccco1	3.4	0.9	9.2	8.4	6.6	0.0	16.2	-14.4	-12.2
O=C(c1ccc2c(=O)n3c(nc2c1)CCCCC3)N1CCN(c2ccc(F)cc2)CC1	0.2	0.1	9.0	6.2	-7.4	-1.1	2.2	-20.4	-14.8
O=C(NN=C1C2CC3CC1CC(Cl)(C3)C2)c1cccs1	-0.1	-6.9	0.1	-0.8	-5.0	0.0	-4.3	-1.7	3.8
O=C(NNC(=O)c1ccc2ccccc2c1)Nc1ccc(F)cc1	1.7	-6.6	8.5	-5.6	-3.1	2.1	-7.2	4.6	-13.3
CC[C@]12c3[nH]c4cc(-c5ccco5)ccc4c3CCN1C(=O)[C@@H](CC(=O)NCCCn1ccnc1)C[C@@H]2C(=O)N1CCN(C(=O)c2ccco2)CC1	-0.4	/	8.5	-16.4	-9.6	0.2	-21.3	-19.7	-9.0
CCOC(=O)[C@]12CCC=C1N(Cc1cccc3ccccc13)C(=O)[C@H](CC(=O)NCCc1ccccc1OC)C2	0.6	/	/	2.1	/	0.5	-27.2	/	/
Cc1ccc(NC2=NCC(=O)N2c2ccc3c(c2)OCCO3)c(C)c1	0.6	-2.8	-5.6	-11.4	-5.0	0.1	-3.2	-6.6	2.4
COC(=O)CCCC(=O)Nc1ccc(Cl)c(Cl)c1	5.9	-7.1	2.1	1.3	-3.0	1.3	-1.3	2.6	2.4
CCc1ccc(OCCCC(=O)Nc2ccc(S(=O)(=O)Nc3cc(C)nc(C)n3)cc2)cc1	1.0	-7.1	5.4	5.1	-2.6	0.6	-14.1	-7.0	-8.2
CNC(=O)c1ccc(Nc2nnc(-c3ccc(O)cc3)c3ccccc23)cc1	-0.5	-10.4	6.9	-3.1	-9.4	0.4	-14.4	-7.0	-13.8
CCOC(=O)c1nnn(-c2nonc2N)c1CN(CC)CC	0.8	-7.4	6.2	-6.8	-1.1	0.5	0.0	-3.8	-7.1
COc1ccccc1NS(=O)(=O)c1cc([N+](=O)[O-])ccc1N/N=C/c1c(C)[nH]c2ccccc12	11.1	-9.2	0.3	6.1	5.1	4.1	-18.6	41.2*	8.5
Cc1ccc(/C=C/c2ccc(=O)n(Cc3ccc(F)cc3)n2)cc1	4.0	-20.1	-3.4	5.9	-7.2	3.4	9.7	2.3	9.9
